# RAD54 branch = inhibitors of human RAD54 branch migration, primary screen, biochemical, fluorescence, single point. DNA repair and recombination protein RAD54-like (Homo sapiens), Q92698. RAD54 Holliday junction branch migration, FAM/BHQ fluorescence. inhibition, % at 10.4 µM. 360,000 compounds, 0.14% hits;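 active = mean normalized replicate activity at least 40 and at least half of replicates scoring 40 or more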;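 note: 0% = median of neutral control wells and 100% = median of positive control wells; inhibitors cause a drop in the FAM fluorescence signal; in these data hits start at about 50%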
# Target sequence (Q92698 whole entry, looked up): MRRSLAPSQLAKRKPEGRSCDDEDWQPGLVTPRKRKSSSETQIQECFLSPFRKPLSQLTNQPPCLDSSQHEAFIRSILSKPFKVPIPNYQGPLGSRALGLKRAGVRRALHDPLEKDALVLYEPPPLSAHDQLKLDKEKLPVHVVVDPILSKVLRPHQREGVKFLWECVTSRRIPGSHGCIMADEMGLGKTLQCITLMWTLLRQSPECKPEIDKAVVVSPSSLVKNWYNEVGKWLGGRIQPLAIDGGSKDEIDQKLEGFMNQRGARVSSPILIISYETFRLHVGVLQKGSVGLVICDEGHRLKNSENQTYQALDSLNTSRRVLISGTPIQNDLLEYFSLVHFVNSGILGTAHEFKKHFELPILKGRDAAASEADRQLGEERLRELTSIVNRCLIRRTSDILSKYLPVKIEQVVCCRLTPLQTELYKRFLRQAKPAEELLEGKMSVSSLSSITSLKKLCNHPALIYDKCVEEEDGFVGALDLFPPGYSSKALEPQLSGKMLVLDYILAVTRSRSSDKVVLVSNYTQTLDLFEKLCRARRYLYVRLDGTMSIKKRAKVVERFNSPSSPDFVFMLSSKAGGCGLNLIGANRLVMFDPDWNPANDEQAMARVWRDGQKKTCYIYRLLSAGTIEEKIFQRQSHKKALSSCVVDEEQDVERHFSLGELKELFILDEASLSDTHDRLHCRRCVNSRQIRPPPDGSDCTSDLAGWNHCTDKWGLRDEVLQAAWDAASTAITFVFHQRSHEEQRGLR
# S100A4 inh HTS = inhibitors of S100A4-myosin IIA peptide binding, primary screen, biochemical, fluorescence polarization, TAMRA-MyoIIA peptide | Protein S100-A4 (Homo sapiens), P26447 | inhibition, % at 10.7 µM | 360,000 compounds, 0.14% hits | AID 652163, 2013;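 active = mean inhibition of at least 70% across replicates, with every replicate also reaching that level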
# Target sequence (P26447 whole entry, looked up): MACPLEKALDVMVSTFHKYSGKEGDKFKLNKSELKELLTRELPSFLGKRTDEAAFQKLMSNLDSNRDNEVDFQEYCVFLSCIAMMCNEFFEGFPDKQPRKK
#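 Test system: S100A4 monomer protein. Medium: HEPES buffer with Ca2+, pH 7.2. Reagent: fluorescent myosin IIA peptide, 5 nM. Compound dosing: single-point compound testing. Timing: 5 min between mix addition and reading. Benchmarks: DMSO neutral and TFP positive wells.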
# Xi reactivation = activators of inactive X chromosome reactivation, primary screen, imaging, XiGFP fibroblasts, GFP high-content imaging, set 2. activation, % at 7.58 µM. 360,000 compounds, 0.055% hits. AID 743238, 2013. XiGFP mouse fibroblasts, % GFP-positive cells imaging, 3 d; cells co-treated with 5-aza-dC sensitizer; scaled so ellipticine positive control = 100%;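 active = mean normalized replicate activation at least 10% and every replicate at or above 10%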;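 note: 0% = median of on-plate neutral control wells and 100% = ellipticine 6 µM median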
#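 System: SV40-immortalized XiGFP fibroblast cells, line 68-5-11 / Incubation: 3-day compound exposure, then 15 min fixation at room temperature / Compound: single concentration per compound, delivered by pin transfer / Buffer or medium: DMEM plus 5-aza-dC sensitizer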
# E-selectin induc = E-selectin induction in HUVECs, primary screen, imaging, HUVEC, immunofluorescence imaging, single point. P16581. normalized: neutral wells 0, TNF-alpha wells 100. activation, % at 7.58 µM. 260,000 compounds, 0.37% hits. AID 686992, 2013;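 active = mean E-selectin-positive cell signal at least 10% of the positive control, reached in at least 60% of replicates, without over 20% cell loss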;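 note: in these data hits start at about 27%; measured in HUVEC primary endothelial cells; signal is the percent of cells scored E-selectin positive by PE staining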
#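 System: HUVEC, human umbilical vein endothelial cells; quantity: 3,000 cells/well; buffer or medium: EGM-2 medium, gelatin-coated wells; dosing: single-point compound dose; detection: immunofluorescence imaging; evaluation: % PE-positive cells; benchmarks: TNF-alpha, DMSO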
# FN deposition inh = inhibitors of fibronectin matrix deposition, primary screen, AH1F cells, Alexa488-fibronectin fluorescence, plate reader | AH1F fibroblasts, overnight | inhibition, % at 12.6 µM | 350,000 compounds, 0.086% hits;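 active = mean inhibition across replicates of 30% or more, regardless of how many single replicates reach that level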;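 note: positive control wells lacked labelled fibronectin entirely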
#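 test system = AH1F fibroblasts assembling fluorescent fibronectin matrix | quantity = 10000 AH1F cells per well | buffer or medium = DMEM plus 2% serum, read in PBS | doses = single dose, pinned | incubation = 1 h cell attachment, overnight exposure to compound and label | detection = fluorescence at 485 nm excitation, 525 nm emission | read-out basis = inhibition from reduced deposited-fibronectin fluorescence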
# RAD52 inh = RAD52 DNA annealing inhibitors, primary screen, biochemical, FRET, single point, set 2; inhibition, % at 18.7 µM; DNA repair protein RAD52 homolog (Homo sapiens), P43351; 360,000 compounds, 0.46% hits; AID 651710, 2012; recombinant RAD52 DNA annealing, FRET fluorescence;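 active = every replicate showing at least 50% inhibition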
# EWS-Fli block = EWS/Fli-driven NR0B1 reporter inhibitors, primary screen, A673 cells, NR0B1 luciferase, luminescence, MLPCN library | viability-normalised | inhibition, % at 12.6 µM | 350,000 compounds, 0.67% hits | AID 651661, 2012;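 active = mean inhibition of at least 50% after viability correction, with every replicate also passing that limit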;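 note: firefly luciferase signal divided by Alamar Blue viability fluorescence both relative to DMSO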
# esBAF inh = Bmi1 luciferase reporter increase in mESCs, primary screen, esBAF inhibitor project, mouse ES cells, Bmi1 luciferase knock-in, single point. reporter increase, % at 12.5 µM. 350,000 compounds, 2% hits. 24 h; 100% = twice the neutral-well signal. AID 602393, 2012; in the data active = activation above about 40%;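 note: 0% = median of the plate's neutral control wells and 100% = double that signal; a rise in the Bmi1 reporter signal indicates esBAF inhibition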
# An asterisk follows results filed as active; · = no result given.
SMILES,RAD54 branch,S100A4 inh HTS,Xi reactivation,E-selectin induc,FN deposition inh,RAD52 inh,EWS-Fli block,esBAF inh
CCCCCCN1CCN(C2CN(Cc3cn(Cc4ccc(F)cc4)nn3)S(=O)(=O)C2)CC1 (stereo not given),·,-2,0.2,0.0,9,-3,4,·
COc1ccc(-c2csc3[nH]c(=S)n(-c4ccccc4)c(=O)c23)cc1OC,5,1,0.4,0.1,5,-10,11,-15
CCc1nccn1CCC(=O)N1CCCC(N2CCN(c3ccccc3F)CC2)C1 (stereo not given),-11,5,-0.1,0.5,7,-6,·,-2
CC(Sc1nc(N)c(NC(=O)c2ccc(Br)o2)c(=O)[nH]1)C(=O)O (stereo not given),-5,0,0.0,0.1,7,-6,0,2
Cc1sc(NC(=O)c2cccnc2)nc1-c1ccccc1,·,-3,5.1,·,11,-46,-8,·
COC(=O)C1=C(C)NC(=O)NC1c1ccccc1Cl (stereo not given),-7,-5,0.2,0.2,0,11,7,-4
COc1ccc(NS(=O)(=O)c2ccc(C)c(NC(=O)CNC(=O)c3ccco3)c2)cc1,-3,4,0.3,·,4,-12,4,-6
C/C(=N\N(c1ccccc1)c1ccccc1)c1ccc(N)cc1,·,-1,0.3,·,0,-8,12,·
CC(C)n1cnnc1SCC(=O)Nc1ccc(N2CCCCC2)cc1,4,-16,0.0,·,-12,0,-3,4
Cc1noc(C)c1NC(=O)N(C)C[C@@H]1OCCCC[C@@H](C)Oc2ccc(NS(=O)(=O)c3cn(C)cn3)cc2C(=O)N([C@@H](C)CO)C[C@H]1C,-1,·,-1.1,0.2,·,·,-8,1
C[C@H](CO)N1C[C@H](C)[C@@H](CN(C)C(=O)Cc2ccccn2)Oc2cc(-c3cccc(C(=O)N(C)C)c3)ccc2S1(=O)=O,4,15,0.2,0.1,3,4,-9,4
C[C@H](O)C#Cc1ccc([C@@H]2[C@@H](CO)N3CCCCN(C(=O)c4ccc(F)cc4)C[C@H]23)cc1,2,-11,0.2,-0.2,·,6,-3,·
C[C@@H]1CN([C@H](C)CO)C(=O)CCCn2nncc2CO[C@@H]1CN(C)C(=O)Nc1ccc(C(C)(C)C)cc1,5,-8,0.0,-0.1,-8,-9,-6,14
COc1ccc(C(=O)NCCc2cc3ccc(C)c(C)c3[nH]c2=O)cc1OC,·,2,0.0,·,·,8,-11,·
O=C(O)c1ccccc1C(=O)Nc1ccc(S(=O)(=O)NC2CCCCC2)cc1,-6,·,0.8,·,16,·,·,8
Cc1cc(C)cc(NC(=O)C2C3C=CC4(O3)C2C(=O)N(CCCN2CCCCC2)C4C(=O)NC2CCCCC2)c1 (stereo not given),10,-2,-0.1,·,10,3,9,-5
CN(C(=O)C1CCCN(S(=O)(=O)c2cccc([N+](=O)[O-])c2)C1)C1CCS(=O)(=O)C1 (stereo not given),·,1,0.0,1.4,4,2,-7,·
COc1ccc(S(=O)(=O)N2CCN(C(=O)/C=C/c3ccco3)CC2)cc1,-13,-2,0.4,3.0,1,-14,5,-3
COc1ccc(S(=O)(=O)N2CCCCN3[C@H](CO)[C@@H](c4ccc(C5=CCCC5)cc4)[C@@H]3C2)cc1,-11,3,-0.1,0.1,·,-76,2,-7
COc1cc(NC(=O)Cn2ccsc2=N)c(C)cc1[N+](=O)[O-],·,-5,0.1,·,-3,12,7,·
COc1ccc(C)c2sc(N(CCCN(C)C)C(=O)c3ccc4c(c3)OCCO4)nc12,21,4,0.2,-0.5,6,42,6,6
CN(C)CCN(C(=O)c1cccc2ccccc12)c1nc2cc3c(cc2s1)OCO3,23,11,0.0,·,11,0,·,-8
CSc1ncc(CO)n1Cc1ccccc1,·,-11,0.1,·,·,-12,3,·
O=C(Nc1cc(S(=O)(=O)Nc2ccc(Cl)cc2)ccc1N1CCCCC1)c1ccc(F)cc1,·,3,0.0,1.6,0,-9,14,-2
Cc1cc2nc(/C=C/c3nc4cc(C)c(C)cc4[nH]3)[nH]c2cc1C,0,6,0.0,0.6,6,-59,22,6

# Random excerpt: six records from the list.
SMILES,RAD54 branch,S100A4 inh HTS,Xi reactivation,E-selectin induc,FN deposition inh,RAD52 inh,EWS-Fli block,esBAF inh
CCc1nccn1CCC(=O)N1CCCC(N2CCN(c3ccccc3F)CC2)C1 (stereo not given),-11,5,-0.1,0.5,7,-6,·,-2
COc1ccc(-c2csc3[nH]c(=S)n(-c4ccccc4)c(=O)c23)cc1OC,5,1,0.4,0.1,5,-10,11,-15
COC(=O)C1=C(C)NC(=O)NC1c1ccccc1Cl (stereo not given),-7,-5,0.2,0.2,0,11,7,-4
O=C(O)c1ccccc1C(=O)Nc1ccc(S(=O)(=O)NC2CCCCC2)cc1,-6,·,0.8,·,16,·,·,8
CC(Sc1nc(N)c(NC(=O)c2ccc(Br)o2)c(=O)[nH]1)C(=O)O (stereo not given),-5,0,0.0,0.1,7,-6,0,2
C[C@H](CO)N1C[C@H](C)[C@@H](CN(C)C(=O)Cc2ccccn2)Oc2cc(-c3cccc(C(=O)N(C)C)c3)ccc2S1(=O)=O,4,15,0.2,0.1,3,4,-9,4

# The list continues.
SMILES,RAD54 branch,S100A4 inh HTS,Xi reactivation,E-selectin induc,FN deposition inh,RAD52 inh,EWS-Fli block,esBAF inh
COCC(=O)N1C[C@H](C)[C@@H](OC)CN(C)C(=O)c2ccc(NC(=O)c3cc(C)on3)cc2OC[C@H]1C,2,13,-0.5,-0.1,-1,-8,-1,1
O=C(COC(=O)c1ccc(F)cc1F)NCc1ccc2c(c1)OCO2,-8,-1,0.4,0.2,-3,-3,-1,2
CCOC(=O)C1=C(C)NC(=O)NC1c1ccc([N+](=O)[O-])o1 (stereo not given),4,-2,-0.1,·,1,-13,-10,·
CC=Cc1ccc2n(c1=O)C[C@@H]1N[C@H]2[C@H](C(=O)NCc2ccc3c(c2)OCO3)[C@H]1CO (mixture of isomers),-1,-11,0.2,0.8,·,-2,-2,0
CC1CCCC(NC(=O)c2cccc(S(=O)(=O)N3CCN(c4ccccc4)CC3)c2)C1C (stereo not given),4,1,0.2,-0.7,-11,-8,20,-20
CCOC(=O)C1=C(C(=O)OCC)C2N(Cc3ccc(Br)cc3)c3ccccc3[C@@]23C[C@@H](C(=O)OC)N(S(=O)(=O)c2ccc(OC)cc2)C3=N1 (stereo not given in full),·,1,0.0,0.9,7,-13,-17,·
Cc1cnc(CN(C)C(=O)C2CCC(=O)N(CCc3cccc(F)c3)C2)[nH]1 (stereo not given),-3,-1,0.4,1.8,9,-5,-5,9
Cn1/c(=N/NC(=O)c2ccccc2Br)sc2ccccc21,·,-10,0.0,·,2,4,-75,·
CCCCCn1nc(C(=O)N(CCOC)c2c(N)n(CCCC)c(=O)[nH]c2=O)c2ccccc2c1=O,-4,-2,0.5,·,-11,-5,-8,-3
Cc1cccc(CCNC(=O)CC2C(=O)NCCN2CC2CCCCC2)n1 (stereo not given),-5,4,0.0,·,-5,-19,5,-1
COC(=O)[C@H](CC(C)C)NC(=O)CC[C@H]1O[C@@H](n2ccc(=O)[nH]c2=O)[C@H](O)[C@@H]1O,-1,-2,0.0,1.3,-3,4,-1,0
COc1ccc(-c2oc3ccccc3c2C(=O)OCc2ccc([N+](=O)[O-])cc2)cc1,-11,2,0.1,0.0,9,-1,-17,0
COc1cccc(CN2CCC2(C)C(=O)Nc2cccc3cccnc23)c1OC (stereo not given),-16,-6,0.0,-0.2,3,-17,11,2
[O-][n+]1ccccc1/C=C/c1ccccc1,·,-8,0.5,5.8,1,-6,-8,·
Cc1cc(Br)ccc1NC(=O)CN(C)C(=O)c1ccc(-n2cncn2)c([N+](=O)[O-])c1,-2,0,-0.1,-0.1,7,-14,4,3
CN(Cc1ccno1)Cc1cn(C)nc1-c1ccc(Oc2ccccc2)cc1,·,-5,-0.1,-0.2,13,-13,-81,2
CCCCCC(=O)Nc1ccc(S(=O)(=O)NC2=NCCCCC2)cc1,3,1,0.0,-0.2,6,2,4,-6
O=C(C[C@@H]1CC[C@H]2[C@@H](COC[C@@H](O)CN2C(=O)Nc2cc(Cl)cc(Cl)c2)O1)NCC1CCCCC1,12,-3,0.2,0.3,-7,12,-1,0
CC1(C)CC(=O)C=C(NCc2ccc(C(=O)O)cc2)C1,3,-3,0.0,2.8,-1,-14,0,-5
COc1cccc(-c2cnc3c(c2)C(=O)N([C@H](C)CO)C[C@@H](C)[C@@H](CN(C)C(=O)CN(C)C)O3)c1,10,5,-0.6,0.4,·,17,3,-5
COc1c(C)cc(C(=O)C2CCCN(C(=O)Cn3ccc(C)n3)C2)cc1C (stereo not given),-5,2,-0.1,·,·,-13,-2,4
C[C@@H]1CCCCO[C@H](CN(C)C(=O)Nc2ccc3c(c2)OCO3)[C@H](C)CN([C@@H](C)CO)C(=O)c2cc(NC(=O)Nc3ccc4c(c3)OCO4)ccc2O1,-10,-1,0.1,-0.2,-1,-10,-66,34
C[C@@H]1CCCCO[C@@H](CN(C)S(=O)(=O)c2ccccc2)[C@@H](C)CN([C@@H](C)CO)C(=O)c2cc(NC(=O)Nc3cccc4ccccc34)ccc2O1,-1,-4,0.1,·,-1,-8,9,7
CC(=O)N(C)C[C@@H]1Oc2ncc(C#Cc3cccnc3)cc2C(=O)N([C@H](C)CO)C[C@@H]1C,-1,-4,-0.9,0.2,-3,18,-22,1
CC(C)NC(=O)C(=O)Nc1cc2c3c(c1)C(C)C(=O)N3CCC2 (stereo not given),23,-1,0.1,0.3,9,-15,5,-2
CCOC(=O)C1CCN(C(=O)CCS(=O)(=O)c2ccc3c(c2)CC(C)N3C(=O)CC)CC1 (stereo not given),-17,-11,0.0,-0.1,7,4,6,·
